# AMA1 RON2 block: AMA1-RON2 (P. falciparum) interaction inhibition. Potency, µM (top dose mostly 58.2 µM), for the others: top-dose activity change, negative = inhibition, hits mostly inhibitors. 360,000 tested, 0.2% active. AlphaScreen AMA1-biotinylated RON2 peptide binding;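 note: potency is the fitted concentration of half-maximal effect; 0% = vehicle wells and -100% = peptide control; nearly all actives have a fitted effect of over 45% in size; some results filed as inactive show a strong effect at the top dose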
#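 AMA1 (3D7) with his tag at 25 nM final met compounds first, then biotinylated RON2 peptide at 25 nM; detection used donor plus acceptor beads, 10 µg/mL apiece, read by AlphaScreen after 30 min at room temperature.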
# AmpC inh detg: AmpC beta-lactamase inhibition with detergent present | Potency, µM (series often up to 114 µM), for inactives: at the highest dose activity change, negative = inhibition, usual class: inhibitors | AmpC hydrolysis of nitrocefin, absorbance 480 nm, 0.01% Triton | 370,000 tested, 0.041% active | P00811;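 note: potency is the fitted concentration of half-maximal effect; 0% = no-compound wells and -100% = no-enzyme wells; nearly all actives have a fitted effect of over 25% in size; some results filed as inactive show a strong effect at the top dose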
# Target sequence (P00811 whole entry, looked up): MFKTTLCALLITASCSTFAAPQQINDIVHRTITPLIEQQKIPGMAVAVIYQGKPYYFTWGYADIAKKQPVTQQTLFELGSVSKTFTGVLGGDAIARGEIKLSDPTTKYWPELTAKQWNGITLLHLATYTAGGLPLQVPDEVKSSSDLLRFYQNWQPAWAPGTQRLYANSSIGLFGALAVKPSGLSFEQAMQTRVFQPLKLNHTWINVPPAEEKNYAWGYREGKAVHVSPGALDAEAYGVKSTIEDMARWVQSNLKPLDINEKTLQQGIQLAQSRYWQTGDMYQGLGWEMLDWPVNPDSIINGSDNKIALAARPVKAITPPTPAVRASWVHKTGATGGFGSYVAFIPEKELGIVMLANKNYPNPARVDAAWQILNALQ
#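 20 mM phosphate pH 7.0 + 0.01% (detergent screen) or 0.0001% Triton X-100; 5.3 nM AmpC reagent; cpd preinc 15 min RT; nitrocefin (800 uM stock) to start; A480 q20 s × 4 min; Activity was normalised to no-enzyme and no-compound control wells.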
# Sm TGR inh: blocks Schistosoma mansoni thioredoxin glutathione reductase; purified TGR, DTNB reduction, TNB absorbance 405 nm; Potency, µM (doses to about 114 µM), for the others: at the highest dose activity change, negative = inhibition, actives largely listed as inhibitors; 360,000 tested, 3% active; note: potency is the fitted concentration of half-maximal effect; nearly all actives have a fitted effect of over 60% in size
#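 TGR 20 nM + NADPH 100 uM (dispensed conc.), cpd preinc 15 min RT; start with NADPH (500 uM addition) then DTNB (15 mM addition). Kinetic TNB absorbance, 405 nm filter. Four-parameter Hill fit across titration.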
# Giardia FBPA inh: Giardia lamblia aldolase inhibition; purified Giardia FBPA; A8B2U2; 290,000 tested, 0.71% active; Potency, µM (titrated, usually from 59.6 µM), for inactives: at the highest dose activity, negative = inhibition, most hits filed as inhibitors; note: potency is the fitted concentration of half-maximal effect; nearly all actives have a fitted effect of over 55% in size
# Target sequence (A8B2U2 whole entry, looked up): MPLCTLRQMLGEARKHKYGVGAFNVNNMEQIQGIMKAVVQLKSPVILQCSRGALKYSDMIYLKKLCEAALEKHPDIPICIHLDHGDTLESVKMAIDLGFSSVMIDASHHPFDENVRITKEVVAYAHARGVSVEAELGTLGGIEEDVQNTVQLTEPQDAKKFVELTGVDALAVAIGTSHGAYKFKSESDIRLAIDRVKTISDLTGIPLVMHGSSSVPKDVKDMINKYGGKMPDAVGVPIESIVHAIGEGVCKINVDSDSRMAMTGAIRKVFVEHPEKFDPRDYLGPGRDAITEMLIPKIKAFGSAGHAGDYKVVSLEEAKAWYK
#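 40 nM FBPA preincubated 10 min at RT with compound (up to 57.5 uM final), then substrate plus GAPDH/TPI/NAD/arsenate coupling and diaphorase/resazurin added. Fluorescence read after 20 min at RT, 525/598 nm.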
# HCMV antiviral: inhibitors of human cytomegalovirus | HFF cells, HCMV-luciferase reporter, 72 h; hits give low values | activity change, negative = inhibition, % at 57.5 µM | 410,000 tested, 4.5% active; in the data active = activity change below about -60%; inconclusive = no clear call, values can overlap the other calls; inactive = above about -39%
#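 HFF cells seeded 16 h at 37C, treated with compounds, infected with luciferase-reporter HCMV at MOI 1 PFU/cell; luciferase read at 72 h post infection, normalized to buffer-only and Salinomycin controls.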
# AmpC inh no detg: AmpC beta-lactamase inhibition without detergent; P00811; 330,000 tested, 0.52% active; Potency, µM (doses to about 57.1 µM), without a hit: at the highest dose activity change, negative = inhibition, actives largely listed as inhibitors; AmpC nitrocefin hydrolysis, absorbance 480 nm, 0.0001% Triton;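 note: potency is the fitted concentration of half-maximal effect; plate controls were no compound for no effect and no enzyme for full effect; nearly all actives have a fitted effect of over 20% in size; some results filed as inactive show a strong effect at the top dose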
#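 20 mM phosphate pH 7.0 + 0.01% (detergent screen) or 0.0001% Triton X-100; 5.3 nM AmpC reagent; cpd preinc 15 min RT; nitrocefin (800 uM stock) to start; A480 q20 s × 4 min; Activity was normalised to no-enzyme and no-compound control wells.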
# * hit, by the source's call; ? = inconclusive; . = no result given; [ ] = dose if it differs, or a comment. Unless noted, calls come from the whole dose curve; as a rule, active = well fitted curve in the direction sought with a large enough effect; inconclusive = small, poorly fitted or top-dose-only effect, or another doubt; inactive = no such curve, though single readings can be large; an effect the other way counts as inactive or inconclusive. Unless noted, % is set by controls: 0 for no effect and ±100 for the full control effect.
# Results follow in this order: AMA1 RON2 block, AmpC inh detg, Sm TGR inh, Giardia FBPA inh, HCMV antiviral, AmpC inh no detg
O=C(NCCc1ccc(Cl)cc1)Nc1cccc(Cl)c1
 : 11.0%, -9.0%, -1.7%, -8.2%, -10.9, -30.8%
Cc1cc(C(=O)Nc2cccc(C(=O)O)c2)c(C)o1
 : -12.9%, -11.9%, 12.0%, -2.1%, 50.1, 1.0%
O=C(c1ccc(CS(=O)c2ccccc2Cl)o1)N1CCN(c2ccccc2F)CC1 (stereo not drawn)
 : ., 16.9%, -0.2%, ., -66.9*, .
COc1ccc(OCC(=O)Nc2cc(OC)ccc2N2CCCCC2)cc1
 : -23.2%, 4.7%, 11.1%, 12.3%, 17.4, -5.5%
CCOC(=O)C1(Cc2ccccc2C)CCCN(S(=O)(=O)CC)C1 (stereo not drawn)
 : 6.5%, -14.3%, -8.3%, -9.8%, -12.7, 38.1%
S=c1[nH]nc(-c2ccncc2)n1Cc1ccco1
 : -3.8%, ?, -31.6%, ?, 45.1, -13.8%
CC[C@]12c3[nH]c4cc(CCC(=O)N(C)C)ccc4c3CCN1C(=O)[C@@H](CC(=O)NCC13CC4CC(CC(C4)C1)C3)C[C@@H]2C(=O)N1CCN(C(=O)C2CC2)CC1
 : 5.1%, ., ., ., 5.6, 153.3%[activator]
O=C(NCCc1ccccc1)c1ccc(-c2ccccc2C(F)(F)F)o1
 : -7.6%, -12.9%, ?, -4.6%, 29.9, -6.6%
COc1cc(NC(=O)Cc2ccccc2)ccc1NC(=O)c1ccccc1
 : -4.1%, -8.0%, 7.0%, 5.2%, -31.6, -29.0%
COc1ccccc1CNC(=O)c1cnc2sc(N3CCCCC3)nn2c1=O
 : ., -3.8%, 3.3%, ., -11.4, .
CCc1noc(C)c1C(=O)Nc1cc(S(=O)(=O)N2CCOCC2)ccc1OC(C)C
 : -4.0%, -8.4%, -4.6%, ., 5.8, 72.5%[activator]
O=C(CCc1ccccc1)N/N=C/c1cccc(O)c1
 : 19.3%, 2.1%, 3.0%, 0.9%, ?, -23.5%
CC(=O)N1CCc2c(sc3c2c(=O)n(Cc2ccccc2)c(=O)n3CC(=O)NCC2CCCO2)C1 (stereo not drawn)
 : -1.4%, -10.8%, 1.9%, -3.8%, 28.5, 52.7%
CCCOc1ccc(C2NC(=O)NC(c3ccccc3)=C2C(C)=O)cc1OCC (stereo not drawn)
 : -0.5%, -11.2%, -8.3%, 2.8%, 14.5, 8.7%
COc1ccccc1N(CC(O)CN1CCOCC1)S(=O)(=O)c1ccccc1 (stereo not drawn)
 : 6.2%, -8.6%, -4.6%, -18.9%, -24.9, -10.6%
O=C(CCc1ccccc1)NC(c1cccs1)c1cc(Cl)c2cccnc2c1O (stereo not drawn)
 : 97.0%[activator], 7.4%, -4.9%, 14.0%, -101.8*, -33.3%
CCOc1ncccc1C(=O)OCC(=O)N1CC(=O)Nc2ccccc21
 : 7.1%, -2.2%, 1.5%, -0.3%, -6.7, -4.4%
CN(C(=O)c1ccc(Br)o1)C1CCS(=O)(=O)C1 (stereo not drawn)
 : -5.3%, ?, 3.6%, 0.7%, -35.0, -16.1%
CN(c1ccc(C(=O)NCCSCc2ccc(Cl)cc2)cc1)S(=O)(=O)c1ccccc1
 : -9.2%, -12.8%, -4.8%, -9.3%, -36.4, -9.0%
Cc1ccc(C)n1-c1nnc(N2CCCC(C(=O)NCc3ccc(Cl)cc3)C2)s1 (stereo not drawn)
 : ., -3.6%, ?, ., -1.1, .
Cc1ccc(CSc2ncnc3c2cnn3Cc2ccccc2)cc1
 : 10.9%, 7.2%, -20.5%, 6.9%, -38.3, -5.6%
COc1ccc(CNC(=O)c2cc3c(=O)[nH]c4ccccc4c3n2C)c(OC)c1
 : ., 3.9%, 0.3%, ., -2.6, .
Cn1cc(CNCCN2CCCCC2=O)c(-c2cccc(Cl)c2)n1
 : -3.6%, -0.8%, -3.2%[57.1 µM], 0.4%, -20.7, -13.5%
COC(=O)c1ccc(NC(=O)CSc2nnc(-c3ccncc3)n2N)cc1
 : 29.7%, -3.0%, -6.7%, -0.9%, 15.8, 4.9%
CCCC(=O)NCC(c1cccs1)S(=O)(=O)c1ccc(Cl)cc1 (stereo not drawn)
 : 11.7%, 1.3%, -15.8%, ., -102.9*, -3.6%
CCOC(=O)Nc1ccc2c(COC(=O)c3ccccc3O)cc(=O)oc2c1
 : -6.3%, -13.1%, 0.7%, 8.2%, 3.6, -20.8%
C=CCn1c(=S)[nH]c2scc(-c3ccc(C)o3)c2c1=O
 : 68.1%[activator], ?, 35.5µM*, 12.9%, -21.6, -17.7%[11.4 µM]
COc1ccc(Cc2nc3ccc(C(=O)NCCc4ccccn4)cc3o2)cc1OC
 : 57.5%[activator], -13.0%, -1.4%, 14.9%, 25.8, 47.3%
N#CCCN(CCC#N)C(=O)C1c2ccccc2Oc2ccccc21
 : 8.7%, -13.2%, -11.8%, 2.1%, 0.0, -0.9%
CC1(C)Cc2noc(N)c2C(C)(C)N1OC(=O)c1cccs1
 : -6.5%, -5.0%, -8.3%, 2.5%, 42.1, ?

# The last three entries of the part before come first, to join the parts:
# Results follow in this order: AMA1 RON2 block, AmpC inh detg, Sm TGR inh, Giardia FBPA inh, HCMV antiviral, AmpC inh no detg
COc1ccc(Cc2nc3ccc(C(=O)NCCc4ccccn4)cc3o2)cc1OC
 : 57.5%[activator], -13.0%, -1.4%, 14.9%, 25.8, 47.3%
N#CCCN(CCC#N)C(=O)C1c2ccccc2Oc2ccccc21
 : 8.7%, -13.2%, -11.8%, 2.1%, 0.0, -0.9%
CC1(C)Cc2noc(N)c2C(C)(C)N1OC(=O)c1cccs1
 : -6.5%, -5.0%, -8.3%, 2.5%, 42.1, ?
NC(=O)[C@@H]1CCCNc2c(F)cc([N+](=O)[O-])cc2C(=O)N[C@@H](CO)C(=O)NCC(=O)N1
 : -1.8%, -16.2%, -2.7%, 0.4%, -4.3, -3.9%
CC(=O)Nc1ccc(S(=O)(=O)Nc2cccc(-c3nc4ccccc4o3)c2)cc1
 : -9.7%, -3.5%, -1.0%, -3.9%, -21.5, -5.9%
O=C(c1ccc(CSc2ccc(Cl)cc2)cc1)N1CCOCC1
 : -5.8%, 1.7%, ., 1.4%, -30.5, 119.9%[activator]
Cn1c(SCCN2CCOCC2)nc2sc3c(c2c1=O)CCCC3
 : -3.8%, 9.0%, -0.6%, 20.2%, 69.3, -9.0%
COc1ccc(S(=O)(=O)N2CCC3(CC2)OCCN3S(=O)(=O)c2cccs2)cc1OC
 : -1.9%, 1.9%, 6.9%, ., -14.6, 44.8%
Cc1c(Cl)cccc1NC(=S)N1CCC(C(N)=O)(N2CCCCC2)CC1
 : 11.4%, -17.6%, -23.4%, -3.5%, ?, -45.9%
Cc1cccc(N(C(=O)CCC(=O)Nc2ccccn2)C(C(=O)NC(C)C)c2ccc(O)cc2)c1 (stereo not drawn)
 : 43.9%[activator], -12.6%, 0.0%, 9.5%, 24.7, -2.7%
CCc1nnc(NC(=O)C(=O)NCCOC(=O)c2ccccc2)s1
 : 4.6%, 5.2%, -0.8%, -7.1%, -1.3, -11.8%
COc1cc(C)ccc1Oc1ncnc(N)c1[N+](=O)[O-]
 : 6.4%, -10.5%, 3.5%, 10.9%, 40.8, -9.6%
Cc1nn(C)cc1S(=O)(=O)N1CCN(c2ccccc2)CC1
 : -0.6%, 6.6%, -1.3%, -3.7%, 28.4, 24.5%
CCN(CC)C1CCS(=O)(=O)C1 (stereo not drawn)
 : -17.9%, 2.6%, 2.5%, -8.0%, 15.7, -1.2%
COc1ccc2[nH]c3c(c2c1)CCN1C(=O)C(CC(=O)NCC24CC5CC(CC(C5)C2)C4)C[C@H](C(=O)N2CCOCC2)[C@@]31CCC1CCCC1 (stereo partly drawn)
 : -10.4%, ., ., ., ?, 139.9%[activator]
CC(=O)Cc1nsc(NC(=O)c2csc3c2CCCC3)n1
 : -1.0%, -2.3%, -17.6%, -12.4%, 4.3, -0.2%
Cc1ccc(NC(=O)COc2ccccc2C(=O)Nc2ccccc2)cc1Cl
 : 0.0%, 0.5%, -10.7%, -0.7%, 18.7, -33.0%
COCCn1c(C)cc(/C=C2/SC(=O)N(CC(=O)N3CCCC3)C2=O)c1C
 : 10.3%, ?, -21.5%, -13.4%, 6.5, -3.8%
CCN(CC(=O)Nc1ccc(NC(C)=O)cc1)C(=O)c1cc2c(s1)CCCC2
 : 11.6%, -1.0%, 0.4%, ., -9.2, -25.1%
COc1ccc(N2CC(C(=O)Nc3ccccc3C(=O)NCc3ccco3)CC2=O)cc1 (stereo not drawn)
 : -7.6%, 0.1%, -6.8%, 6.6%, 10.5, -13.1%
COC(=O)c1sccc1S(=O)(=O)N1CCN(c2cccc(C)c2)C(C)C1 (stereo not drawn)
 : ., 8.6%, -2.3%, ., 3.5, .
CC1CN(S(=O)(=O)c2ccccc2)CN1C(=O)N1CCOCC1 (stereo not drawn)
 : 16.2%, -13.0%, -1.2%, 11.0%, 2.3, 2.8%
Cc1ccc(S(=O)(=O)Cn2nnnc2C(CC(C)C)N2CCN(c3ccccc3)CC2)cc1 (stereo not drawn)
 : -10.1%, 2.3%, 0.8%, -5.5%, 9.8, -18.7%
COc1cc2ccccc2cc1C(=O)Nc1cccc(-c2nc3cc(C)ccc3o2)c1C
 : ., -8.0%, -0.7%, ., 17.0, .
Cc1ccccc1S(=O)(=O)N1CC(C(=O)O)=CC[C@H]1c1ccc(Cl)cc1
 : 1.7%, -5.0%, -19.7%, ., -33.4, -13.9%
O=C(CSc1nnc(-c2ccccc2)o1)N1CCCCC1
 : 5.1%, 4.3%, 2.2%, 6.8%, 38.1, -8.2%
CCN(C(=O)c1cc2c(=O)n3cccc(C)c3nc2s1)c1ccc(C)c(C)c1
 : ., -0.1%, -6.7%, ., 22.4, .
COc1cc(NC(=O)c2ccc(C)c(Cl)c2)ccc1NC(=O)c1cc2ccccc2o1
 : ., 1.6%, 10.2%, ., 11.3, .
C[C@@H]1ON(C2CCCCC2)[C@H]2c3nc4ccccc4n3C[C@@H]12
 : -2.5%, -18.6%, 0.0%, -22.9%, -8.4, -16.1%
Cc1ccc(Sc2nc(C)c([N+](=O)[O-])c(C)c2C#N)cc1
 : ?, 5.7%, 4.9%, 1.2%, -69.7*, -41.5%
O=C1C=C(c2ccc(-c3ccccc3)cc2)C[C@@H](c2ccc(Cl)cc2)C1
 : 2.6%, -2.4%, -14.4%, ., 9.4, -13.8%
CCNC(=S)NNC(=O)c1ccc(OC(F)F)cc1
 : 82.3%[activator], -1.4%, -5.7%, 2.5%, -3.4, -11.4%
N/C(=N\OC(=O)c1cccc(Br)c1)c1ccc([N+](=O)[O-])cc1
 : -0.4%, -2.0%, -0.4%, 15.2%, 18.6, -21.6%
CCCc1c(C(=O)N/N=C/c2ccccc2OCc2ccc(F)cc2)nnn1-c1nonc1N
 : -1.5%, 3.1%, -11.1%, 8.7%, -31.7, -23.5%
CCCN1C(=O)c2cc(C(=O)NCCc3cccc(C)c3)ccc2C1O (stereo not drawn)
 : 8.6%, -15.7%, 5.3%, 3.8%, -5.1, -13.0%
